From PubChem
yeast mec2-1 – NCI yeast anticancer drug screen, S. cerevisiae mec2-1 strain. % growth inhibition at 50 µM. hit rate 9% among 79,000. AID 157;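 further: 0% = growth of vehicle-only cultures of the same strain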
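Test agents were screened against the mec2-1 yeast strain, with defined DNA repair or cell cycle alteration. Growth was scored as inhibition against vehicle-only controls.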
yeast bub3 – NCI yeast anticancer drug screen, S. cerevisiae bub3 mutant strain; % growth inhibition at 50 µM; hit rate 9.9% among 78,000; AID 167;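 further: 0% = growth of vehicle-only cultures of the same strain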
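Whole-cell yeast assay. The mutant strain was incubated with compounds, and growth inhibition was determined by comparison with vehicle-treated cells.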
yeast cln2 rad14 – NCI yeast anticancer drug screen, S. cerevisiae cln2 rad14 strain. growth inhibition, % at 50 µM. AID 165. hit rate 8.3% among 78,000;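 further: 0% = growth of vehicle-only cultures of the same strain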
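Test compounds were added to cln2 rad14 yeast cultures; inhibition of growth was then determined by comparison with vehicle treatment.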
sgs1 mgt1 – NCI yeast anticancer drug screen, S. cerevisiae sgs1 mgt1 strain. % growth inhibition at 50 µM. hit rate 10% among 78,000;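 further: 0% = growth of vehicle-only cultures of the same strain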
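Compounds are added to genetically altered yeast, and growth is compared with cultures given vehicle alone to give percent inhibition.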
mlh1 rad18 – NCI yeast anticancer drug screen, S. cerevisiae mlh1 rad18 strain. growth inhibition, % at 50 µM. hit rate 11% among 79,000. AID 175;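 further: 0% = growth of vehicle-only cultures of the same strain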
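Vehicle-treated cultures served as the reference for growth inhibition in a yeast strain carrying DNA damage repair alterations exposed to each compound.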
yeast rad50 – NCI yeast anticancer drug screen, S. cerevisiae rad50 strain; growth inhibition, % at 50 µM; hit rate 10% among 79,000; AID 155;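 further: 0% = growth of vehicle-only cultures of the same strain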
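Vehicle-treated cultures provide the reference for the growth inhibition reported for compound-exposed, repair-deficient yeast.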
* marks the source's active call; other numbers are inactive results; x = not tested or not shown; & = joins results of further samples. No stated cut-off is given here; in the data, active means growth inhibition above about 70%; inactive means the rest.

Values run as follows: yeast mec2-1	yeast bub3	yeast cln2 rad14	sgs1 mgt1	mlh1 rad18	yeast rad50
Clc1cc[c]([Sn]([Cl])([c]2ccc(Cl)cc2)[c]2ccc(Cl)cc2)cc1
    98*	98*	98*	99*	98*	99*
COc1cccc(OC)c1CCN
    -5	-25	-1	-11	-36	-28
CC(CCl)[N+](=O)[O-] (centres undefined)
    -1	11	6	3	8	6
CC(C)C(O)(C(=O)OCC1=CCN2CCC(O)C12)C(C)O (centres undefined)
    0	13	10	25	8	3
CC[C@H]1CN2CCc3c([nH]c4ccccc34)[C@@H]2C[C@@H]1/C(=C/OC)C(=O)OC (tested in a mixture with another compound)
    -26	-33	4	-25	-14	-23
CCOP(=O)(Nc1ccc(F)cc1)OCC
    -35	31	-2	20	15	12
Cc1c(O)c(O)c(C)c(CCN)c1O
    20	25	-27	22	28	15
OCC1OC2OC3C(CO)OC(OC4C(CO)OC(OC5C(CO)OC(OC6C(CO)OC(OC7C(CO)OC(OC1C(O)C2O)C(O)C7O)C(O)C6O)C(O)C5O)C(O)C4O)C(O)C3O (centres undefined) (tested in a mixture with another compound)
    -12&-4	-9&-16	-4&-30	9&-10	2&5	-4&8
c1ccc(C[n+]2ccc(-c3cc[n+](Cc4ccccc4)cc3)cc2)cc1
    46	-3	1	25	31	38
CCN1C(=O)C(=C/C=C/c2ccc(N(CC)CC)cc2)C(=O)N(CC)C1=S
    -8	13	14	7	-3	8
CC[C@@H](O)C[C@H]1CCC[C@@]2(C[C@@H]3OC(=O)/C=C/[C@@](C)(O)[C@@H](O)[C@H](C)[C@@H](O)[C@H](OC4CCC(N(C)C)C(C)O4)[C@@H](O)[C@](C)(O)CCCCC/C=C/[C@@H]4CC(C)(C)O[C@@]4(O)C[C@H](O2)[C@H]3C)O1 (some centres undefined)
    -34	-32	-55	-28	-10	-31
COc1ccc(C2=CCN(c3ccc(C)cc3)P(=O)(N(CCCl)CCCl)O2)cc1 (centres undefined)
    74*	91*	81*	69	77*	47
CCN(CC)/C(=C\Cl)Nc1ccccn1
    -4	7	3	-1	-2	-1
O=C(O)C1CC2c3ccccc3C1([N+](=O)[O-])c1ccccc12 (centres undefined)
    1	4	41	31	21	14
CCc1ccc(CCN2CCCCC2)nc1
    -21	-16	7	-21	-2	-25
CCCCCC1=CC(=O)C1(Cl)Cl
    -7	-42	-27	-33	8	-11
CC(I)C(N)=O (centres undefined)
    -20	-4	-4	-20	-17	-17
CCCCC(Br)C(=O)OCC (centres undefined)
    7	11	-12	-26	12	26
CC1(C)N=C(c2ccccc2)C2(c3ccccc3)N1C2(C)C (centres undefined)
    11	6	0	17	-18	-2
COc1cc(C2c3cc4c(cc3OC(NN)C2C)OCO4)cc(OC)c1OC (centres undefined)
    -71	-2	-23	-38	-22	-31
CCCCCCNC1C=CCC1 (centres undefined)
    -3	5	-16	-11	4	-6
O=C(O)/C=C\c1c[nH]c2ccccc12 (tested in a mixture with another compound)
    -7	-11	1	-13	-12	-3
COC1OCC(N=[N+]=[N-])C(OC)C1O (centres undefined)
    -12	6	-19	-3	-2	19
COc1ccccc1NC1=NCCS1
    -13	x	x	x	15	21
CC(N)C(O)c1ccc(O)cc1 (centres undefined)
    -12	-39	-5	-21	-44	-14
COC(=O)c1cccc2cc3cccc[n+]3cc12
    -6	-1	-35	-9	1	4
C[C@H]1C(=O)O[C@@H]2CCN3CC=C(COC(=O)[C@](C)(O)[C@@]1(C)O)[C@H]23
    -4	-10	-3	12	-44	-5
CC(Br)([N+](=O)[O-])[N+](=O)[O-]
    26	5	40	14	3	15
NC(=O)Nc1cc(NC(N)=O)cc(N(CCCl)CCCl)c1
    -20	-16	-7	-20	-24	-7
O=C(NC(Cc1ccccc1)C(=O)N(CCCl)CCCl)c1ccccc1 (centres undefined)
    -18	-14	4	17	23	-5
CCCCCCCCCCCCCCCC[As](=O)(O)CCCCCCCCCCCCCCCC
    14	7	4	-18	9	-6
CC(C)CCON=O
    -9	-13	-9	-28	-36	-11
CC(=O)Nc1cc(Cl)c([N+](=O)[O-])cc1C
    -4	1	-79	-12	12	-15
CC1=CC(=O)C=CC1=Nc1ccc(N(CCCl)CCCl)cc1
    11	-1	3	7	-5	22
OC(c1ccccc1)(c1ccccc1)c1cccnc1
    -1	48	6	29	10	4
O=C(O)c1cc(I)cc(I)c1I
    -16	1	-70	-35	13	-6
O=C(O)C(Br)CCC(Br)C(=O)O (centres undefined)
    6	6	-2	-10	-11	0
CCCCNC(Cc1ccc(OC)cc1)c1ccc(OC)cc1 (centres undefined)
    -18	15	-2	13	23	2
O=NN(CS(=O)(=O)O)c1ccccc1
    -3	6	-29	-2	0	-6
Nc1cccc(Cl)c1
    -3&-6	11&-28	0&-51	-3&-3	0&-13	1&0
CC(C)C(NC(=O)CCl)C(=O)O (centres undefined)
    0	-3	-11	6	0	-9
CN/N=C(\C)C(CN(C)C)C(c1ccccc1)c1c(O)c2ccccc2oc1=O (centres undefined)
    -9	-19	4	-10	-29	-27
CN(C)c1ccc(N(C)C)cc1
    7	-17	-53	-2	-32	46
OC(c1cc2c(c3ccccc13)CCCC2)C1CCCCN1 (centres undefined)
    42	59	80*	68	96*	65
CCC1(C(C)c2ccccc2)C(=O)NC(=O)NC1=O (centres undefined)
    6	17	46	2	-4	0

Two consecutive entries from above, quoted:
Values run as follows: yeast mec2-1	yeast bub3	yeast cln2 rad14	sgs1 mgt1	mlh1 rad18	yeast rad50
OC(c1cc2c(c3ccccc13)CCCC2)C1CCCCN1 (centres undefined)
    42	59	80*	68	96*	65
CCC1(C(C)c2ccccc2)C(=O)NC(=O)NC1=O (centres undefined)
    6	17	46	2	-4	0

4 compounds from above, sorted by formula weight, low to high:
Values run as follows: yeast mec2-1	yeast bub3	yeast cln2 rad14	sgs1 mgt1	mlh1 rad18	yeast rad50
CC(=O)Nc1cc(Cl)c([N+](=O)[O-])cc1C
    -4	1	-79	-12	12	-15
CCCCNC(Cc1ccc(OC)cc1)c1ccc(OC)cc1 (centres undefined)
    -18	15	-2	13	23	2
CN/N=C(\C)C(CN(C)C)C(c1ccccc1)c1c(O)c2ccccc2oc1=O (centres undefined)
    -9	-19	4	-10	-29	-27
CCCCCCCCCCCCCCCC[As](=O)(O)CCCCCCCCCCCCCCCC
    14	7	4	-18	9	-6

(listing goes on)
Values run as follows: yeast mec2-1	yeast bub3	yeast cln2 rad14	sgs1 mgt1	mlh1 rad18	yeast rad50
CCCCC(CC)C(O)P(=O)(OCC)OCC (centres undefined)
    19	24	-22	-2	10	-1
CC(C)CCC[C@@H](C)[C@H]1CC[C@H]2[C@@H]3CC=C4C[C@@H](OC(=O)F)CC[C@]4(C)[C@H]3CC[C@]12C
    21	27	36	43	34	20
CSCC(NP1(=O)SC(NN=C2CCCCC2)=NC1(C)C)C(=O)O (centres undefined)
    4	0	-6	2	19	12
Cc1ccc2[nH]cc(CCN(C)C)c2c1
    -16	10	8	8	20	23
CN(C)C(=O)OC1C(=O)N(C)c2ccc(Cl)cc2C2(c3ccccc3)N1C2(Cl)Cl (centres undefined)
    -15	-33	-3	-22	14	-23
CCOP(=O)(OCC)C(N)Cc1c[nH]c2ccccc12 (centres undefined)
    -6	12	16	-17	5	14
O=C(NC1CC1)C(Cl)(Cl)Cl
    9	2	-6	9	26	4
CCCCC1(CCC)C(=O)NC(=O)NC1=O
    10	1	14	1	16	10
[Se]=[P+](OC1CCCCC1)OC1CCCCC1
    4	12	4	-7	-19	-3
O=c1n(CC2CO2)c2ccccc2n1CC1CS1 (centres undefined)
    -36	-41	-13	7	2	-7
c1ccc([C@H]2N[C@@H]2c2ccccn2)cc1
    33	20	-4	32	13	23
CC12CCC3C(CCC4CC(O)CCC43CO)C1(O)CCC2C1=CC(=O)OC1 (centres undefined)
    -34	-40	-3	-26	-19	-25
NC(CCP(=O)(O)O)C(=O)O (centres undefined)
    -16&-4	-24&8	6&-3	-34&-6	-18&-6	-35&1
CN1CN(c2ccccc2)C2(CCN(Cc3nc4ccccc4s3)CC2)C1=O
    32	32	24	58	52	46
CC(=O)Nc1ccc(Cl)cc1
    -7	9	2	-18	-2	-20

Profiles as entered above. Values in the order: yeast mec2-1 | yeast bub3 | yeast cln2 rad14 | sgs1 mgt1 | mlh1 rad18 | yeast rad50
Entry for CN(C)C(=O)OC1C(=O)N(C)c2ccc(Cl)cc2C2(c3ccccc3)N1C2(Cl)Cl (centres undefined) → -15 | -33 | -3 | -22 | 14 | -23
Entry for CN1CN(c2ccccc2)C2(CCN(Cc3nc4ccccc4s3)CC2)C1=O → 32 | 32 | 24 | 58 | 52 | 46
Entry for c1ccc([C@H]2N[C@@H]2c2ccccn2)cc1 → 33 | 20 | -4 | 32 | 13 | 23
Entry for O=c1n(CC2CO2)c2ccccc2n1CC1CS1 (centres undefined) → -36 | -41 | -13 | 7 | 2 | -7

The list goes on:
Values run as follows: yeast mec2-1	yeast bub3	yeast cln2 rad14	sgs1 mgt1	mlh1 rad18	yeast rad50
CCN(CC)C(=O)N1CN(c2ccccc2)C2(CCN(CCCC3(c4ccc(F)cc4)OCCO3)CC2)C1=O
    24	24	20	48	50	25
CC(=O)c1ccc(Br)cc1
    -6	6	9	-1	1	2
CC(C)=N.[C-]#[O+].[C-]#[O+].[C-]#[O+].[C-]#[O+].[C-]#[O+].[W]
    -2	64	1	-12	-13	-7
O=CNc1ccc(Cl)cc1C(=O)c1ccccc1
    0	22	29	15	4	10
CCCCN(CC)CC(C(C)=O)c1c(O)c2ccccc2oc1=O (centres undefined)
    48	59	45	61	43	67
O=C1/C(=C\c2ccc(OCc3ccccc3)c(OCc3ccccc3)c2)N2CCC1CC2
    -19	-9	-49	-12	-18	-13
BrP(Br)(c1ccccc1)(c1ccccc1)c1ccccc1
    -29	11	25	17	0	-2
COC12C(COC(N)=O)C3=C(C(=O)C(C)=C(NC(C)C)C3=O)N1CC1NC12 (centres undefined)
    48	30	52	48	79*	48
COc1ccc(NN=O)nc1Br
    -6	-34	-34	-19	-55	1
CC(C)=NNC1=NC(CC(C)C)P(=O)(NCCCCCCNP2(=O)SC(NN=C(C)C)=NC2CC(C)C)S1 (centres undefined)
    16	-6	40	11	14	2
Nc1c([N+](=O)[O-])cc(Cl)cc1[N+](=O)[O-]
    64	65	-15	94*	78*	74*
O=c1cc[cH-]o1.[C-]#[O+].[C-]#[O+].[C-]#[O+].[C-]#[O+].[C-]#[O+].[C-]#[O+].[CH-]=O.[Co+2].[Co]
    5&-4	22&-8	6&-10	-7&0	4&10	-3&-14
CCC[CH2][Sn]1([CH2]CCC)[O]CC(CN2CCOCC2)[O]1 (centres undefined)
    91*	90*	89*	91*	89*	88*
C/C(=N\O)C(CN1CCCCC1)C(c1ccccc1)c1c(O)c2ccccc2oc1=O (centres undefined)
    2	21	29	25	27	18
CN(C)CC(Cl)C(Cl)c1ccccc1 (centres undefined)
    -7	8	-117	7	-9	4
COc1cc(C=Nc2cc(Br)c(OC)c(Br)c2)ccc1N(CCCl)CCCl
    31	-1	56	76*	83*	84*
O=C1C=CC2(C=C1)CCN=c1c(O)c3c(c(O)c12)=NC=N3
    8	12	29	8	-4	16
ClCCCCl
    -16	5	-7	-4	-28	13
CCC1(CCC(C)C)C(=O)NC(=O)N(c2ccccc2)C1=O (centres undefined)
    -2	8	7	-4	-9	1
COc1cc(CC(N)c2ccccc2)ccc1O (centres undefined)
    2	2	-21	12	-19	-8
O=C(O)c1ccccc1Cl
    -12	5	31	4	16	-8
CC(=O)[O-].CC(=O)[O-].CC(=O)[O-].CC(=O)[O-].[Mo+2].[Mo+2]
    2	2	3	0	6	-6
COc1ccc(C(=O)OC2CC3CCC(C2)N3C)cc1OC (centres undefined)
    -16	x	x	x	2	17
CCCCCCCCCCCC(=O)[O][Hg][c]1ccccc1
    100*	99*	99*	100*	100*	99*
CC(Br)C(=O)NCC(=O)O (centres undefined)
    -4	x	x	x	-13	2
NCCOS(=O)(=O)O
    -26&0	0&17	-4&9	6&-4	12&19	-15&11
COc1ccc2c(c1O)CN1CCC(=O)CC1C2 (centres undefined)
    6	10	7	11	24	9
CCN(CCCl)c1cc(CN(C)C)cc(NC(=O)c2ccc(C(=O)Nc3cccc(N(CCCl)NN)c3)cc2)c1
    98*	98*	56	-3	98*	89*
O=[N+]([O-])c1ccc2c3c(cccc13)CC2
    9	20	-4	1	18	7
C#CC(C)N1CCC2(CC1)C(=O)NCN2c1ccccc1 (centres undefined)
    -6	-4	-3	-16	1	-19
O=C(CP(=O)(O)O)NC(CC(=O)OCc1ccccc1)C(=O)OCc1ccccc1 (centres undefined)
    -1&8	1&2	13&15	20&17	3&-3	33&13
COc1ccc(C=C(C#N)C#N)cc1OC
    -8	-1	-24	-2	0	-3
Cc1ccc(N2CC=C(c3ccccc3)OP2(=O)N(CCCl)CCCl)cc1 (centres undefined)
    85*	88*	81*	75*	70*	77*

These rows are one share of the data; count on the stated rates, not on these rows.
